Vif inh = HIV Vif self-association inhibitors, primary screen, imaging, HEK293T, single point | HEK293T cells, Vif self-association by quenched fluorescence, 24 h | inhibition, % at 7.49 µM | hit rate 0.35% among 340,000; in the data active = inhibition above about 50%, passing the limit was not always enough; also: some results filed as inactive read as strong as hits
m5-HT2A agonist = mouse Htr2a agonists via beta-arrestin recruitment, primary screen, cell-based, luminescence; activation, % at 7.6 µM; AID 624169, 2012; CHO-K1 mHTR2A beta-arrestin complementation; percent of 30 µM serotonin response; hit rate 0.66% among 360,000; 5-hydroxytryptamine receptor 2A (Mus musculus), P35363;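 active = activation above a run cutoff, the mean activation of all tested compounds plus 3 SD, cut at about 14% in these data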;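 also: 0% = plate median of compound wells and 100% = 30 µM serotonin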
H9c2 protect = cardioprotection against H2O2-induced cell death, primary screen, uHTS, H9c2 cells, ATPLite luminescence; hit rate 0.63% among 360,000; protection from H2O2 cell death, % at 20 µM; H9c2 cardiomyocytes, H2O2 injury protection, 2 h; AID 588492, 2011;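 active = compounds giving at least 50% protection of heart cells from peroxide-induced death in the single-dose screen, raw or plate-pattern-corrected value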;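 also: 0% = DMSO wells with peroxide and 100% = DMSO wells without peroxide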
CaV13 FRET inh = Disruptors of the CACNA1D IQ motif to Ca2+-dependent inactivation inhibitor domain association, primary screening, Förster resonance energy transfer in intact living …; HEK cells, CFP/YFP FRET ICDI-IQ, plate reader, 10 min; percent FRET-ratio fall versus neutral wells; inhibition, % at 12.3 µM; hit rate 0.098% among 340,000; AID 743397;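 active = mean replicate inhibition of at least 30% and at least 1% of replicates passing that level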;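 also: 0% = median of the neutral control wells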
ABCB6 inh MLPCN = ABCB6 transporter inhibitors, primary screen, K562-ABCB6 cells, flow cytometry, MLPCN library. ATP-binding cassette sub-family B member 6 (Homo sapiens), Q9NP58. K562-ABCB6 porphyrin accumulation, 1 h; stronger effect = lower value. hit rate 0.19% among 360,000. fluorescence ratio to DMSO, % at 10 µM;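 active = fluorescence ratio to DMSO below 75%, the collection mean minus 3 SD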;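 also: signal is porphyrin accumulated inside mitochondria; 100% equals median channel fluorescence of DMSO control wells; lower ratio means ABCB6 inhibition with less porphyrin fluorescence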
N-glyco inh = increase of ERlucT glycosylation luciferase signal, primary screen, N-linked glycosylation inhibitor project, D54 ERlucT cells, luminescence, set 2 | AID 588692, 2011 | reporter increase, % at 12.5 µM | D54 ERlucT glycosylation luciferase reporter, 24 h; percent of 100 nM tunicamycin response | hit rate 0.23% among 360,000;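 active = mean luciferase reporter signal, scaled so untreated is 0 and the glycosylation-blocking control 100, at or above a set limit in every replicate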;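 also: luciferase carries N-glycosylation sites so blocking glycosylation raises the light; 0% = median of neutral control wells and 100% = median of 100 nM tunicamycin wells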
aDG glyco up = activators of alpha-DG glycosylation, primary screen, uHTS, Pro5-aDG cells, AlphaScreen; alpha-DG glycosylation AlphaScreen (IIH6); 0% Pro5, 100% B10-LARGE cell signal; activation, % at 10 µM; hit rate 0.22% among 360,000; AID 624168, 2012;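 active = activation of at least 8% versus controls, or a plate z-score of at least 8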;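 also: Pro5 are CHO cells carrying HIG-tagged alpha-DG that lacks glycosylation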
MC4R barr agon = MC4R agonists recruiting beta-arrestin, primary screen, cell-based, luminescence, agonist arm of biased-ligand search. hit rate 0.98% among 360,000. activation, % at 8.9 µM. U2OS MC4R beta-arrestin complementation; percent of melanotan II response, DMSO zero. Melanocortin receptor 4 (Homo sapiens), P32245;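 active = activation above a per-plate cutoff, the mean activation of sample wells on that plate plus 3 SD, cut at about 8% in these data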
Target sequence (P32245 whole entry, looked up): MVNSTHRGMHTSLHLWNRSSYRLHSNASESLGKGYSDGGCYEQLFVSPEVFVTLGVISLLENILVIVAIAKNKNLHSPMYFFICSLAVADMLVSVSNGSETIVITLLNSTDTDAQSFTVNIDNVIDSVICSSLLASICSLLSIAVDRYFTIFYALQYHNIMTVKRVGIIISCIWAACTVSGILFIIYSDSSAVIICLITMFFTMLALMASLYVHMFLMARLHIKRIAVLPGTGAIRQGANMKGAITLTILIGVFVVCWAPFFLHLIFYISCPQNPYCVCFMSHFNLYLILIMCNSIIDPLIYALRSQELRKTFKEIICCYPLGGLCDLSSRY
MC4R antag cAMP = MC4R antagonists of cAMP signaling, primary screen, cell-based, TR-FRET, antagonist arm of biased-ligand search. Melanocortin receptor 4 (Homo sapiens), P32245. MC4R-expressing cells, MTII-stimulated cAMP, LANCE TR-FRET. inhibition, % at 6.5 µM. hit rate 0.48% among 360,000. AID 540295, 2011;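 active = inhibition above its plate's cutoff, the mean of tested wells on that plate plus 3 SD, cut at about 29% in these data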;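 also: 0% = Melanotan II alone and 100% = Melanotan II plus saturating MCL0020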
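System: U2OS cells stably expressing human melanocortin 4 receptor (MC4R). Reagent: Melanotan II challenge after compound preincubation. Doses: 6.5 µM. Times: 30-min compound, 1-h challenge, 1-h detection, room temperature. Measured by: TR-FRET with Eu-cAMP and labeled anti-cAMP, 671 nm. Replicates: singlicate.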
PDI inh = inhibitors of human PDI, primary screen, biochemical, turbidity, single point, plate reader; PDI insulin aggregation turbidity, A650, 90 min; inhibition, % at 10 µM; hit rate 0.052% among 350,000; AID 588391, 2011;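 active = mean inhibition across replicates of 30% or more, whatever share of single replicates reach that level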;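 also: absorbance from insulin aggregation driven by PDI reduction with DTT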
Target sequence (P07237 whole entry, looked up): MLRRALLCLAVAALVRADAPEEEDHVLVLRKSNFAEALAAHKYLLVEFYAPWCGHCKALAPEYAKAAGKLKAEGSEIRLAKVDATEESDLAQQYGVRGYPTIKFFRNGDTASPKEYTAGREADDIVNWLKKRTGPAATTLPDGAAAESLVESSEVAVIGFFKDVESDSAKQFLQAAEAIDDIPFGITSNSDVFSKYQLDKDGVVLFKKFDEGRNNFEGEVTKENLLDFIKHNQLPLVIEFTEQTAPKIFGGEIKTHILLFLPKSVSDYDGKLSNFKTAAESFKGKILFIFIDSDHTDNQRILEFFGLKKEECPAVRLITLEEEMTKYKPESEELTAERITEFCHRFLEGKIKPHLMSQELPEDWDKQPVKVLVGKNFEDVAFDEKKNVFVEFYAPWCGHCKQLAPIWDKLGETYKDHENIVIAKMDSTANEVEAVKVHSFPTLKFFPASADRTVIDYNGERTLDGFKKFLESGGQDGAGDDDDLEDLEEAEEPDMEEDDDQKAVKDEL
Numbers without * were called inactive; . = not tested or not shown. Not a hit list (roughly 3.6% active in at least one column).

mol	Vif inh	m5-HT2A agonist	H9c2 protect	CaV13 FRET inh	ABCB6 inh MLPCN	N-glyco inh	aDG glyco up	MC4R barr agon	MC4R antag cAMP	PDI inh
Cc1ccc(/C(N)=N/OC(=O)CN(C)S(=O)(=O)c2ccc(C)cc2)cc1	-4	-4	-10	-6	102	3	-0.3	1.4	10	-1
CCOC(=O)CSc1nc(C)[nH]c1[N+](=O)[O-]	.	3	-2	9	111	-1	0.2	-2.3	6	0
CC(=O)OCC#CCSc1nc2ccccc2n1C	10	-3	-5	-4	98	1	0.0	-0.3	12	0
CCCCNC(=O)c1ccc(N2CCC3(CC2)OCCO3)c([N+](=O)[O-])c1	-13	-1	1	-5	100	-1	0.1	-3.4	2	3
CCCn1c(=O)c(C(=O)OCC)c(O)c2cc(Br)ccc21	-1	2	14	-4	101	2	-0.2	-0.6	1	20
CCC(C(=O)NC1CCCC1)N(C(=O)Cn1nnc(-c2ccc(OC)c(OC)c2)n1)c1cccc(O)c1 (centres undefined)	5	-5	6	-19	95	-1	0.0	-1.0	8	9
CCOC(=O)c1ccccc1NC(=O)CSc1nncn1C	8	6	9	-3	82	2	-0.1	-2.4	0	3
Cn1c(CNS(=O)(=O)c2ccc(Cl)cc2)cc(=O)n(C)c1=O	-2	1	-1	-3	100	3	0.1	0.8	-4	-5
Cc1cccc(C)c1-n1c(C)cc(/C=N/NC(N)=S)c1C	2	-5	-15	-5	109	-3	0.5	-1.0	-8	-14
Cc1cc(C)c(C)c(OCC(=O)NCCN(C)C)c1	5	-7	-5	.	117	1	0.3	-2.5	-5	5
O=C(c1ccncc1)N(Cc1ccccc1)Cc1nc2ccccc2c(=O)[nH]1	.	4	13	-6	110	0	0.1	0.0	5	-12
O=C(Nc1cc(Cl)ccc1-n1cncn1)c1ccc([N+](=O)[O-])o1	0	1	10	-3	112	14	0.2	-4.1	4	-6
CCOC(=O)Cc1csc(NC(=O)CC(C)(C)CC(=O)O)n1	9	3	0	-5	97	0	-0.2	-0.5	-4	-18
CCCS(=O)(=O)N1CCN(c2cc3c(cc2[N+](=O)[O-])n(C)c(=O)n3C)CC1	-15	1	-5	-4	91	1	0.5	1.9	9	0
N#Cc1cccc(NC(=O)CSc2nnc(-c3n[nH]c4ccccc34)o2)c1	1	1	2	4	99	0	-0.1	-1.8	3	1
COc1ccc(C(=S)N2CCOCC2)cc1OC(=O)c1ccc(C)cc1	18	-3	-4	-3	96	1	-0.1	2.7	3	-3
Nc1cc(Cl)ccc1N1CCCCC1	-1	0	2	-6	94	-1	-0.4	-2.4	2	-5
O=C(CCC(=O)c1ccc(F)cc1)OC1CCOC1=O (centres undefined)	5	3	1	-2	97	-1	-0.2	-0.3	33*	-2
COc1cccc(/C=N/NC(N)=S)c1OS(=O)(=O)c1ccccc1	3	1	17	-5	99	-5	-0.2	-1.5	-7	-4
CNS(=O)(=O)c1cccc(C(=O)NCC(C)(C)N2CCCCC2)c1	-4	-4	2	-5	101	0	-0.1	-2.2	1	14
CCC(CO)Oc1cc(NC(=O)c2cccc(C)c2)c2ncn(C(C)C)c2c1 (centres undefined)	-1	6	5	-12	96	-3	-0.2	-1.5	7	-7
Cn1c(=O)c(C(=O)NC2CCCCCC2)c(O)c2ccccc21	-9	-3	4	-20	97	0	-0.1	-1.5	6	-11
Cc1ccc(NC(=O)CSc2nccn2C)cc1S(=O)(=O)N1CCOCC1	0	4	12	-4	101	0	0.0	-3.1	0	9
COCCN1Cc2c(sc(C)c2C)N(C(=O)c2ccccc2)C1	-6	-6	-5	.	98	0	-0.1	-0.8	5	-7
NS(=O)(=O)c1ccc(CCNC(=O)CN2CCCCCC2)cc1	9	3	2	-6	95	1	-0.2	1.8	1	-10
CC(C)C(NC(=O)c1ccc(Cl)cc1)C(=O)O (centres undefined)	-14	3	-1	-4	103	2	-0.2	-0.7	-1	1
COc1ccc2[nH]c(C(=O)N/N=C/c3ccccc3OC)cc2c1	4	-8	38	-3	98	37*	-0.2	1.2	-1	-1
Cc1cc(N/C=C2\CCCCC2=O)no1	-1	1	5	-7	97	1	0.0	-0.1	4	2
CCCn1nnc(NC(=O)COc2ccc(C3CCCCC3)cc2)n1	-3	-4	-13	-7	97	0	0.1	0.0	0	-7
CC(CCc1ccccc1)NC(=O)c1ccncc1 (centres undefined)	-9	-3	-4	-4	98	0	-0.2	-4.1	3	-1
O=[N+]([O-])c1cc(-c2nnc(Nc3ccccc3)c3ccccc23)ccc1N1CCOCC1	.	11	12	-2	102	-11	1.8	-1.2	0	0
CCn1nc(C)c(NC(=O)CCSc2nc(-c3ccco3)cc(C(F)(F)F)n2)c1C	2	-1	5	.	97	0	0.7	-2.4	-2	9
CCOC(=O)c1ccccc1NC(=O)[C@@H]1CCCN1C(=O)OC(C)(C)C	-6	5	-2	-5	94	-3	0.2	0.1	5	11
CCOC(=O)N1CCN(C(=O)CCS(=O)(=O)c2ccc(Br)s2)CC1	1	-1	-1	-4	97	-2	1.0	2.4	-2	16
C/C(=N\NC(=O)c1ccco1)c1ccc(NC(=O)c2cccs2)cc1	0	-6	5	-2	80	-4	0.0	-2.1	-2	1
CCc1cc2c(=O)n(Cc3ccco3)c(SCC(=O)N(C)C3CCS(=O)(=O)C3)nc2s1 (centres undefined)	-8	-3	0	3	97	1	-0.1	-2.7	4	2
O=C(O)c1cccc(NC(=O)c2ccc3c(c2)C(=O)N(C2CCCCC2)C3=O)c1	.	2	-6	-5	101	.	-0.1	-4.1	4	3
O=C(Nc1ccc(F)cc1)Nn1cnnc1	.	4	0	-16	97	-1	0.0	-0.7	1	-3
CSCCC(NC(=O)c1ccc(Cl)cc1Cl)C(=O)N1CCN(C(=O)c2ccccc2)CC1 (centres undefined)	3	-5	-5	-7	99	2	0.2	-1.3	12	15
O=C(NC1CC1)c1ccc2c(c1)N(Cc1ccccc1)CCS2	-9	3	-2	-7	85	-2	4.3	-0.6	8	1
CCCc1cc(-c2n[nH]c(=S)n2CC(C)C)cs1	-9	4	-6	-2	95	0	-0.2	-0.4	6	-2
O=C(NCCc1ccccc1)c1ccc2c(=O)[nH]c3c(C(=O)NCC4CCCO4)sc(=S)n3c2c1 (centres undefined)	-20	11	16	-14	98	0	0.2	-1.9	22	3
COc1cc2c(cc1O)[C@@H]1Cc3cc(O)c(OC)cc3[C@H](C2)N1C	.	-5	4	-5	105	0	-0.2	0.9	2	0
CC1CCC(n2c(=S)[nH]c3ccccc3c2=O)CC1 (centres undefined)	4	3	3	-5	103	-2	-0.4	0.5	-10	8
CCN(CC(=O)Nc1cccc(OC)c1)C(=O)c1cnc(Cl)c(Cl)c1	2	6	7	-4	93	2	0.1	-1.6	0	6
Cc1nnsc1C(=O)Nc1ccc(S(=O)(=O)N2CCCCC2)cc1	-3	2	-3	-15	99	-1	-0.1	-1.4	3	-6
O=C(Nc1cnccn1)Nc1cccc(Cl)c1Cl	-1	6	-8	1	96	5	0.1	-1.6	4	-4
CC1CC(C)CN(CC(=O)N2c3ccccc3CCc3ccccc32)C1 (centres undefined)	-2	4	4	-5	98	-4	0.2	-1.7	0	-4
CN1C(CC(=O)Nc2ccc(Br)cc2)c2ccccc2CC1(C)C (centres undefined)	-1	-8	10	3	90	-2	0.5	-1.6	-1	1
Cc1cn([C@H]2C[C@H](O)[C@@H](/C=C/C(=O)NCCc3cccs3)O2)c(=O)[nH]c1=O	-1	-4	2	-3	98	1	0.1	.	.	.
CCOC(=O)Cc1csc(NC(=O)c2cc(OC)cc(OC)c2)n1	.	-2	10	-4	97	-2	-0.1	-1.8	5	0
COc1ccccc1OCC(=O)NCCCN1CCOCC1	16	0	4	-3	87	1	0.0	-1.7	2	-11
Cc1cc(C)c2oc(C(=O)N(Cc3ccc(F)cc3)C3CCS(=O)(=O)C3)cc(=O)c2c1 (centres undefined)	1	-1	-3	-2	96	3	0.3	-3.3	12	7
O=C1C(Cl)=C(Nc2ccc3cn[nH]c3c2)C(=O)c2ccccc21	-21	-7	-19	-2	65*	-22	-0.4	-3.9	-14	13
COC(=O)C1=C2SC(C)C(=O)N2C(N)=C(C#N)C1c1cc(OC)c(OC)c(OC)c1 (centres undefined)	-13	0	-2	-6	86	2	-0.1	-0.9	8	5

Compound activity as filed in PubChem.
